LDHA inh: blocks human lactate dehydrogenase A; P00338; purified LDHA, NADH/diaphorase-resazurin fluorescence; hits give low values; activity change, % (values are at about 110 or 230 µM); 480,000 tested, 0.15% active; in the data active = activity change below about -30%; inconclusive = mostly about -25% to -30%;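 note: plate controls were DMSO wells for no effect and wells without enzyme for full effect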
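Resorufin fluorescence (ex540/em590), read at 0 and 20 min after diaphorase/resazurin addition, reports the NADH left after a 5 min room-temperature reaction of 2 nM human LDH5 with 0.06 mM NADH and 0.2 mM pyruvate.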
Numbers without * were called inactive; ? = inconclusive.

canonical_smiles | LDHA inh
Cc1cc(Br)ccc1NC(=O)c1ccc(=O)n(CCOc2ccccc2)n1 | -1.3
COc1ccc(CNC(=O)C(C)Sc2nc3cc(Cl)ccc3n2C)cc1 (configuration not stated) | -2.1
Cc1cccc(Oc2ccc3[nH]c(C(=O)NCc4ccco4)cc3c2)c1 | 3.7
CCCCc1nn2c(=O)cc(COC(=O)COc3ccccc3Cl)nc2s1 | -7.9
NNC(=S)Nc1cccc(Br)c1 | -1.6
CC(=O)c1ccc(NC(=S)NCCSc2ccc(Cl)cc2)cc1 | 2.1
Oc1ccc(CCNC(=S)Nc2ccc(F)cc2)cc1 | -3.9
CC(Oc1c(Cl)cccc1Cl)C(=O)NN (configuration not stated) | 0.4
Cc1ccc(S(=O)(=O)N2C[C@@]3(O)Cn4c(=O)ccc(=O)n4C[C@@]3(OC(=O)NCc3ccccc3F)C2)cc1 | 4.8
COc1cc(C)ccc1OCCOc1ccc(C)cc1I | 8.7
CCOc1nc2ccccc2nc1N1CCC(C(=O)NCc2cccc(C)c2)CC1 | 2.0
COc1ccccc1CNC(=O)COc1ccc2c(C)cc(=O)oc2c1 | -0.7
CCCc1cc(=O)oc2c(C)c(OC(C)C(=O)NCc3cccnc3)ccc12 (configuration not stated) | 9.3
COC(=O)CC(N)c1ccccc1 (configuration not stated) | -1.4
CC1=C(c2ccccc2)Oc2ccccc2C1c1ccc(C)cc1 (configuration not stated) | 10.8
COc1ccc(NC(=O)C(C)Sc2ncnc3nc[nH]c23)cc1OC (configuration not stated) | 6.6
CC(=O)Nc1sc2c(c1-c1ccc3c(c1)OCCO3)CCNC2 | 3.7
O=C(CCC1CCCC1)NC1CCCc2ccccc21 (configuration not stated) | -6.1
Cc1cc(C)n(-c2nc3ccccc3nc2N2CCNCC2)n1 | 11.4
COCCn1c(=O)c2c(nc(-n3nc(C)cc3C)n2Cc2ccc(OC)cc2)n(C)c1=O | -1.2
COC(=O)c1cc(OC(=O)Cc2cccc3ccccc23)cc(C(=O)OC)c1 | 7.7
CCCC(=O)NCCNC(=O)CC1CCCCC1 | 3.3
CCCCCn1nc(C(=O)N2CCSCC2)c2ccccc2c1=O | -0.3
Cc1ccc(C)c(NC(=O)c2nn(-c3ccccc3)c(=O)c3ccccc23)c1 | 5.6
Cc1ccc(-c2ccc(/C=C(\C#N)c3nc4ccccc4[nH]3)o2)c(Br)c1 | 1.9
CCCCn1nnnc1CSc1nnc(-c2cccnc2)n1-c1ccc(C)cc1C | -8.0
COc1ccccc1-n1c(=O)c2sccc2n(CC(=O)NC(C)CCc2ccccc2)c1=O (configuration not stated) | -5.5
CCCc1nnc(SCC(=O)Nc2ccccc2Cl)n1-n1cccc1 | 12.4
COc1cccc(NC(=O)CCc2ncc(-c3ccc(C)c(C)c3)o2)c1 | -1.3
CCc1ccc(N(CC)C(=O)C(=O)c2c[nH]c3ccccc23)cc1 | 10.6
CC(C)c1ccc(NC(=O)COC(=O)c2cc(=O)c3ccccc3o2)cc1 | 4.2
Cc1cccc([S+](=O)([O-])NC2CCN(C#N)CC2)c1 | -3.8
COc1cccc2cc(C(=O)N(C)CCOc3ccc(F)cc3)c(=O)oc12 | 12.3
Cc1nc(NC(=O)C(C)Sc2nnc(-c3ccccc3F)n2CC(C)C)sc1C (configuration not stated) | 7.4
Cc1cccc(C(=O)Nc2c(N3CCCC3)c3ccccc3oc2=O)c1 | 8.2
Cc1cc(C)c(NC(=O)c2ccc(CSc3ccc(Cl)cc3)cc2)c(C)c1 | 3.3
O=C(OC1CCCCC1=O)c1ccccc1I (configuration not stated) | -1.4
Cc1ccc(C(=O)NCCc2ccccc2)cn1 | 2.0
Cc1ccc(C)c(NC(=O)CSc2ccc(N3CCC(C(=O)N4CCCCC4)CC3)nn2)c1 | 4.4
CN(CC(=O)Nc1ccccc1C(F)(F)F)C1CCc2ccccc21 (configuration not stated) | -3.1
CC(C)C[C@@H]1COc2cccc(N3CCC[C@H]3CO)c2S(=O)(=O)N1 | 9.5
CCCOC(=O)c1ccc(NC(=O)NC(c2ccccc2F)c2nccn2C)cc1 (configuration not stated) | -1.7
COc1cccc(/C=C/C(=O)Nc2cccc(CO)c2)c1 | -6.6
O=C1CSc2ccc(C(=O)OCC(=O)NC3CCCc4ccccc43)cc2N1 (configuration not stated) | -0.1
COc1ccc(CN(C)Cc2ccco2)cc1F | 5.0
Cc1ccccc1C(=O)Nc1ccc2oc(-c3ccccc3C)cc(=O)c2c1 | -9.2
CC(c1ccc(F)cc1)n1c(-c2cnccn2)n[nH]c1=S (configuration not stated) | -3.3
CCN(CC)S(=O)(=O)c1ccc(F)c(C(=O)NCC2COc3ccccc3O2)c1 (configuration not stated) | 1.9
COc1ccc(-c2cc(C(=O)O)c3ccc(C)c(C)c3n2)cc1OC | 8.1
CCCCCNC(=O)C(c1cccc2ccccc12)n1c(=O)c(-c2ccco2)nc2ccccc21 (configuration not stated) | 1.8

Ordered by SMILES length (low to high): some entries from above
canonical_smiles | LDHA inh
COc1ccc(CN(C)Cc2ccco2)cc1F | 5.0
CCCc1nnc(SCC(=O)Nc2ccccc2Cl)n1-n1cccc1 | 12.4
CCCCn1nnnc1CSc1nnc(-c2cccnc2)n1-c1ccc(C)cc1C | -8.0
Cc1ccccc1C(=O)Nc1ccc2oc(-c3ccccc3C)cc(=O)c2c1 | -9.2

Reformatted: results already given.
COc1ccc(-c2cc(C(=O)O)c3ccc(C)c(C)c3n2)cc1OC
  LDHA inh = 8.1

COC(=O)CC(N)c1ccccc1 (configuration not stated)
  LDHA inh = -1.4

CCCc1cc(=O)oc2c(C)c(OC(C)C(=O)NCc3cccnc3)ccc12 (configuration not stated)
  LDHA inh = 9.3

Other entries
canonical_smiles | LDHA inh
CC(=O)Nc1c(-c2cc(=O)oc3ccc(C(C)C)cc23)oc2ccccc12 | 6.2
CCOC(=O)[C@]12CCCC=C1N(Cc1ccccc1)C(=O)[C@H](CC(=O)NCCc1ccccc1OC)C2 | -2.2
CCOCc1nnc(NC(=O)C2CC(=O)N(CCc3c[nH]c4ccc(OC)cc34)C2)s1 (configuration not stated) | 1.8
C/C=C/Cn1c(SCC(=O)OCc2ccccc2)nc2c1c(=O)[nH]c(=O)n2C | 8.3
Cc1cc(-c2ccccc2)nc(SCc2ccc(C#N)cc2)n1 | -2.4
CCOC(=O)COc1ccc2c(C)c(CCC(C)C)c(=O)oc2c1 | -1.0
O=C(NCc1ccccc1)c1ccc(C2SCCS2)cc1 | 1.8
Cc1ccc(CNC(=O)c2sc(C(C)C)nc2C)cc1 | 4.0
COc1ccccc1C(NC(=O)c1oc2ccc(Br)cc2c1C)c1nccn1C (configuration not stated) | 5.1
CN(c1ccc2sc(C(=O)NC(C)(C)C)cc2c1)S(=O)(=O)c1ccc(Cl)cc1 | 2.5
Cc1ccc(NC(=O)Cc2ccc3c(c2)CCCC3)cc1 | -5.0
CCN1CCN(C(=O)c2ccc(-n3nc(C)c(-c4ccc(C)cc4)c3NC(C)=O)cc2)CC1 | -14.7
Cc1[nH]c2ccccc2c1CC(=O)NCc1ccco1 | -4.8
Cn1c(=O)[nH]c(=O)c2c1nc(CN(Cc1ccccc1)Cc1ccccc1)n2Cc1ccccc1F | 11.8
CC(=O)NC12CC3CC(C1)CC(C(=O)NCCSCc1ccc(Cl)cc1)(C3)C2 | -2.6
Cc1ccc(CNc2oc(-c3ccc(F)cc3)nc2C#N)cc1 | -5.9
CC1CCCN(c2nnc(NC(=O)Nc3ccc4c(c3)OCCO4)s2)C1 (configuration not stated) | -5.7
O=S1(=O)CC(N2CCN(Cc3ccccc3F)CC2)CN1Cc1cn(Cc2ccc(C(F)(F)F)cc2)nn1 (configuration not stated) | 3.7
Cc1ccn2cc(-c3ccc(NC(=O)CCCc4ccccc4)cc3)nc2n1 | 2.7
O=C(O)Cc1ccc2[nH]c3ccccc3c2c1 | -2.2
O=C(/C=C/c1ccc(-c2cccc(Cl)c2Cl)o1)c1ccccc1 | 12.5
O=C(O)c1cc(-c2cccc(Cl)c2)nc2c(Cl)cccc12 | -6.3
COC(=O)c1ccc(COc2ccc(/C=N/O)cc2OC)cc1 | 0.9
CCSc1nc(C(F)(F)F)nc2ccccc12 | 2.5
NC(=O)C1CCCN(CCC(=O)O)C1 (configuration not stated) | 3.1
CC(C)CNC(=O)C1CCN(c2oc(-c3ccco3)nc2C#N)CC1 | 3.3
CN(CC(=O)NC(=O)NC1CC1)c1ccc(C(C)(C)C)cc1 | 5.8
COc1cc(/C=C(/C#N)c2nc3ccc(C)cc3[nH]2)cc(OC)c1O | 7.1
CC(C(=O)NC(N)=O)N1CCN(c2ccccc2F)CC1 (configuration not stated) | 1.5
COc1ccc(C(=O)CSc2nnc(Nc3ccccc3F)s2)c(OC)c1 | 2.4
COc1ccc(CCNC(=O)Nc2cccc(CN3CCOC3=O)c2)cc1OC | -1.9
CCNc1c(NC(=O)c2cc(OC)cc(OC)c2)c(=O)oc2ccccc12 | -4.9
CCOc1ccc(C(=O)Nc2ccc(-c3cn4ccc(C)nc4n3)cc2)cc1OCC | -1.6
Cc1ccc(-c2ccsc2C(=O)N2CCN(S(=O)(=O)c3ccc(F)c(F)c3)CC2)cc1 | 7.6
Cc1ccc(C(CNC(=O)c2cccs2)N2CCC(C)CC2)o1 (configuration not stated) | 19.6
COc1cccc(CNC(=O)[C@@H]2CCCN2C(=O)[C@@H]2CCCN2C(=O)c2cccc(OC)c2)c1 | 5.6
CCOc1ccc(C(=O)Nc2ccc3oc(-c4cccc(C)c4)nc3c2)cc1[N+](=O)[O-] | 0.5
Nc1nccnc1C(=O)NCCc1ccc(Cl)cc1 | -0.9
Cn1nc(C(=O)Nc2nc(-c3ccc(F)cc3)cs2)c2ccccc2c1=O | 8.9
COCCCNc1nc2ccccc2nc1N(C)S(=O)(=O)c1ccc(C)cc1 | 19.3
O=C1Cc2cc(-c3csc(NC4CC4)n3)ccc2N1 | -3.7
Cc1[nH]nc2c1C(c1ccccc1OCc1ccc(F)cc1)CC(=O)N2 (configuration not stated) | -1.6
CC(=O)N1CCN(C(C(=O)O)c2c[nH]c3ccc(Cl)cc23)CC1 (configuration not stated) | 3.0
COc1cccc(CNC(=O)c2ccc(NC(=O)N3CCSc4nc(C)cc(C)c43)cc2)c1 | 6.7
Cc1ccc(C(=O)O)cc1N1CC(O)=C(c2nc3ccccc3n2C)C1=N | 4.8
Cc1ccccc1NS(=O)(=O)c1ccc2c(c1)c(=O)n(CC(=O)N1CCCCCC1)c(=O)n2C | 6.6
COc1ccc(Oc2c(C)oc3cc(OCC(=O)N4CCC(C(N)=O)CC4)ccc3c2=O)cc1 | -1.4
CNc1c(NC(=O)c2ccc(Br)o2)c(=O)oc2ccccc12 | 2.9
CCc1ccc(-c2cc(C(F)(F)F)n3nc(C(=O)NCc4cnn(C)c4)cc3n2)s1 | -0.4
CCC(CC)C(=O)Nc1ccccc1SCc1cc(=O)n2ccsc2n1 | -1.8

(cont.)
canonical_smiles | LDHA inh
Cc1nc(NC(=O)c2ccccc2)sc1-c1cc(C(=O)N2CCOCC2)nn1CCO | -9.9
CCOc1ccc(N(C(=O)C23CC4CC(CC(C4)C2)C3)C2C=CS(=O)(=O)C2)cc1 (configuration not stated) | 4.7
CCCC1=C(C(=O)OCC)C(c2ccc(C)cc2)C(C#N)=C(N)O1 (configuration not stated) | 15.5
Cc1ccc2c(c1)OC=CC(C(=O)Nc1ccc(Cl)c(Cl)c1)=C2 | -0.4
COc1ccc(C(=O)COc2cccc(C#N)c2)cc1OC | -8.9
N#CC1=C(N)Oc2n[nH]c(-c3ccccc3)c2C12C(=O)N(Cc1cccc(F)c1)c1ccccc12 (configuration not stated) | 2.0
N#Cc1c(SCC(=O)N2CCCC2)nc(N2CCCC2)c2c1CCCC2 | 1.7
COc1ccc(C2CC(=O)NC3=C2C(=O)CC(C)(C)C3)cc1 (configuration not stated) | 2.2
CC(NC(=O)c1cc(F)cc(F)c1)c1cccc(NS(C)(=O)=O)c1 (configuration not stated) | 5.8
Cc1csc(CNC(=O)/C=C/c2cccnc2)n1 | -0.9
CC(C)CCNC(=O)C(CC(C)C)NC(=O)OC(C)(C)C (configuration not stated) | -23.5
CC(NC(=O)c1ccco1)c1ccc(-c2ccccc2)cc1 (configuration not stated) | 8.2
COc1ccc(CNC(=O)Cc2c(C)c3c(OC(C)=O)cc(OC(C)=O)cc3oc2=O)cc1 | 4.9
CCOc1ccc(/C=C/C(=O)Nc2cccc3cccnc23)cc1OC | ?
COCCn1c(SC(C)c2nc(C(C)(C)C)no2)nc2sc(C)c(C)c2c1=O (configuration not stated) | 3.1
O=C(Nc1nc(C23CC4CC(CC(C4)C2)C3)cs1)c1cc(-c2cccnc2)nc2ccccc12 | -2.4
N#Cc1ccccc1CNc1ccc(F)cc1Cl | 6.6
CC(=O)NCCc1ccccc1 | ?
Cn1c(=O)[nH]c(=O)c2c1nc(NCCc1ccccc1)n2CC(=O)c1ccccc1 | 12.1
COc1cccc(CNC(=O)[C@@H]2CCCN2C(=O)[C@H]2CCCCN2)c1 | -0.4

Bioassay records as filed in PubChem.

An excerpt. The share of hits here may be higher or lower than overall.
